Bioassay records (PubChem BioAssay)
HP1b chromo inh: HTS for Inhibitors of HP1-beta Chromodomain Interactions with Methylated Histone Tails | Chromobox protein homolog 1 (Homo sapiens), P83916 | AlphaScreen HP1-beta / biotin-H3K9me3 peptide binding | Potency, µM (highest dose often 114 µM), without a hit: at the top dose activity change, negative = inhibition, most hits filed as inhibitors | 390,000 tested, 0.56% active; further: potency means the concentration at half of the fitted maximal effect; nearly all actives have a fitted effect of over 70% in size; inactives centre near 23
Target sequence (P83916 whole entry, looked up): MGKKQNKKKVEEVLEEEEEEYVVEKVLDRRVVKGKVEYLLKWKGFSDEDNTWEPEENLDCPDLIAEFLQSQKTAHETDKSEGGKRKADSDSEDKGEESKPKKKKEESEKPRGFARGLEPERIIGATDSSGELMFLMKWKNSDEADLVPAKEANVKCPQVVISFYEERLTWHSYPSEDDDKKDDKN
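Compound inhibition of the preformed complex between 50 nM HP1-beta and 50 nM biotinylated H3K9me3 peptide was read by AlphaScreen. Buffer was PBS pH 7.4 with 0.01% Tween-20. Incubations ran 30 min at room temperature, with 10 ug/mL donor/acceptor beads.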
GLS inhibitor: qHTS for Inhibitors of Glutaminase (GLS); Glutaminase kidney isoform, mitochondrial (Homo sapiens), O94925; GLS enzymatic activity, qHTS titration; Potency, µM (top dose mostly 45.5 µM), inactives show top-dose activity change, negative = inhibition, hits mostly inhibitors; 410,000 tested, 0.21% active; further: potency means the concentration at half of the fitted maximal effect; on the % scale 0 is the no-effect control and ±100 the full control effect
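hKGA; 45 mM KH2PO4 pH 8.2 + 0.02% Tween-20; cpd via pin tool; 1 mM Gln soln; GluOx/HRP/Amplex Red; RT 30 min; fluor. t0 & final.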
Pol eta inh: qHTS for Inhibitors of Polymerase Eta. 390,000 tested, 1.2% active. DNA polymerase eta (Homo sapiens), Q9Y253. Potency, µM (series often up to 114 µM), inactives show top-dose activity change, negative = inhibition, most hits filed as inhibitors. recombinant Pol eta, fluorescent DNA replication assay; further: potency means the concentration at half of the fitted maximal effect; on the % scale 0 is the no-effect control and ±100 the full control effect
Target sequence (Q9Y253 whole entry, looked up): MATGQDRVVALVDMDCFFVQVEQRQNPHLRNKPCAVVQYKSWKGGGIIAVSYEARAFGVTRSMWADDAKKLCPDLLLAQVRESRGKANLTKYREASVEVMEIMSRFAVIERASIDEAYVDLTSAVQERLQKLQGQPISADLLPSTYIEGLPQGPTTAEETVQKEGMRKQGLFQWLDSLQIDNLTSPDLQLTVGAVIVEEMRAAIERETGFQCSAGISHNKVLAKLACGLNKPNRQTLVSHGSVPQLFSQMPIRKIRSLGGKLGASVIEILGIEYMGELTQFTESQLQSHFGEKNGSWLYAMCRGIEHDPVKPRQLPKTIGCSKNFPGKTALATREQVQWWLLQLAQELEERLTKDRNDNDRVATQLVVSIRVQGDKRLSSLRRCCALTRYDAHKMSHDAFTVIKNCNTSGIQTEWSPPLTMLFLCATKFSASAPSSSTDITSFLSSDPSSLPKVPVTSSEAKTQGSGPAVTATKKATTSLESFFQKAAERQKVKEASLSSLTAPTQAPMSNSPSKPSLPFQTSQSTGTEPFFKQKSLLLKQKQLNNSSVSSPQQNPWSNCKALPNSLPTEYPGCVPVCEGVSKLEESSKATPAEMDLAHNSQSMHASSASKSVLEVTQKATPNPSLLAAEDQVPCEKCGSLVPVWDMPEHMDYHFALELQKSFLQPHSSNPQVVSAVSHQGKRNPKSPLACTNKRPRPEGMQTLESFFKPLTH
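Fluorescent replication assay: 50 nM final substrate added after a 15 min room-temperature compound preincubation with 10 nM enzyme. Signal taken at 0 min and again at 10 min.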
JMJD2A Tudor: qHTS Assay for Inhibitors of JMJD2A-Tudor Domain. AlphaScreen JMJD2A-Tudor / H3K4me3 peptide binding. Potency, µM (highest dose often 114 µM), without a hit: top-dose activity change, negative = inhibition, most hits filed as inhibitors. 390,000 tested, 4.4% active. AID 504339, 2011; further: potency means the concentration at half of the fitted maximal effect; on the % scale 0 is the no-effect control and ±100 the full control effect; nearly all actives have a fitted effect of over 50% in size
Tb PGK inh: qHTS Assay to Find Inhibitors of Phosphoglycerate Kinase; Potency, µM (doses to about 57.5 µM), without a hit: top-dose activity change, negative = inhibition, usual class: inhibitors; 380,000 tested, 0.043% active; AID 602233, 2012; PGK/GAPDH coupled, Kinase-Glo luminescence, 60 min; further: potency means the concentration at half of the fitted maximal effect; on the % scale 0 is the no-effect control and ±100 the full control effect; nearly all actives have a fitted effect of over 60% in size
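Luminescent ATP detection (Kinase-Glo Plus) follows a 60-minute room-temperature incubation, with wells lacking PGK as controls. Buffer: 100 mM TEA (pH 7.6), 5 mM MgCl2, 0.01% Tween-20. Coupling enzyme GAPDH (100 nM final) supplies unstable 1,3-BPG in-well.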
G9a block: qHTS Assay for Inhibitors of Histone Lysine Methyltransferase G9a; G9a H3K9 monomethylation, AlphaScreen, 2 h; Potency, µM (highest dose often 102 µM), for inactives: top-dose activity, negative = inhibition, usual class: inhibitors; Histone-lysine N-methyltransferase EHMT2 (Homo sapiens), Q96KQ7; 350,000 tested, 8.8% active; further: potency means the concentration at half of the fitted maximal effect; on the % scale 0 is the no-effect control and ±100 the full control effect; nearly all actives have a fitted effect of over 75% in size
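Enzyme 20 nM + cpd, 15 min RT; add b-H3K9 pep 500 nM / SAM 20 uM; 2 h RT; anti-H3K9me1 Ab 0.5 ug/mL + SA donor / anti-rabbit acceptor beads 20 ug/mL each, 10 min; AlphaScreen read.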
PI4K2A block: qHTS for small molecular inhibitors of PI4K2A; Phosphatidylinositol 4-kinase type 2-alpha (Homo sapiens), Q9BTU6; purified PI4K2A, ADP-Glo luminescence, 1 h; hits give low values; activity change, negative = inhibition, % at 76.9 µM; 420,000 tested, 0.13% active; AID 1346378, 2018; in the data active means activity change below about -50%; inconclusive means mostly about -30% to -49%;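 further: -100% = wells without enzyme as full effect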
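PI4K2A activity was measured by ADP-Glo luminescence: enzyme (4 ug/mL stock) and phosphatidylinositol (1.2 mM stock) in Tris pH 7.5/MgCl2/EGTA/Triton X-100 buffer were reacted with ATP (300 microM stock) for one hour at ambient temperature.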
BAZ2B block: qHTS Assay for Inhibitors of BAZ2B; AlphaScreen BAZ2B-H3K14Ac peptide displacement; 360,000 tested, 4.4% active; AID 504333, 2011; Bromodomain adjacent to zinc finger domain protein 2B (Homo sapiens), Q9UIF8; Potency, µM (series often up to 114 µM), inactives show at the highest dose activity change, negative = inhibition, most hits filed as inhibitors; further: potency means the concentration at half of the fitted maximal effect; on the % scale 0 is the no-effect control and ±100 the full control effect; nearly all actives have a fitted effect of over 60% in size
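Inhibition is scored as reduced AlphaScreen emission. The BAZ2B/b-H3(5-23)K14Ac complex (50 nM each) in PBS pH 7.4, 0.01% Tween-20 meets compound (up to 110 uM) for 30 min at RT before bead addition.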
Pin1 inh: qHTS Assay to Find Inhibitors of Pin1 | Peptidyl-prolyl cis-trans isomerase NIMA-interacting 1 (Homo sapiens), Q13526 | Pin1 FP peptide displacement, HiFluor488, 10 min | Potency, µM (titrated, usually from 115 µM), for the others: top-dose activity, negative = inhibition, actives largely listed as inhibitors | 390,000 tested, 0.009% active | AID 504891, 2011; active means well fitted inhibition curve with a large enough effect in the polarisation, with a control signal flat, not every such curve was filed as active; inconclusive means small, poorly fitted or top-dose-only effect, or effect the other way, or a change in a side signal; inactive means no such curve, though single readings can be large or run the other way; the % refers to the polarisation; further: potency means the concentration at half of the fitted maximal effect; on the % scale 0 is the no-effect control and ±100 the full control effect
Target sequence (Q13526 whole entry, looked up): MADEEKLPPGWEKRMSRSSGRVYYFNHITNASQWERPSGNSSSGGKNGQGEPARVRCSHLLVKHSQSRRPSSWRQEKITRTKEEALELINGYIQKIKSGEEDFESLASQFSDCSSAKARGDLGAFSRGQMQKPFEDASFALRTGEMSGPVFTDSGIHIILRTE
The depositor's hits bear a star; i = inactive; ? = inconclusive; . = not tested or not shown; & = joins results of further samples; [ ] = another dose, or the depositor's remark. Unless noted, the call rests on the fitted dose curve; in most records, active means well fitted curve in the direction sought with a large enough effect; inconclusive means small, poorly fitted or top-dose-only effect, or another doubt; inactive means no such curve, though single readings can be large; an effect the other way counts as inactive or inconclusive. A portion of the library. The share of hits here may be higher or lower than overall.

Compound | HP1b chromo inh | GLS inhibitor | Pol eta inh | JMJD2A Tudor | Tb PGK inh | G9a block | PI4K2A block | BAZ2B block | Pin1 inh
COc1ccc(CNC(=O)CN2C(=O)COc3ccc(S(=O)(=O)N4CCOCC4)cc32)cc1 | 39%&23%[activator] | 0%&8% | -19%&-10% | -2%&-9% | 4%&12% | -9%&-32%[59 µM] | 2&-1 | -11% | -1%&-2%
CCc1ccc(CN(C)C(=O)c2cc(COc3c(F)cccc3F)on2)cc1 | 123%[activator] | 1% | ? | ? | i | . | 3 | 64%[activator] | -4%
O=C(c1ccncc1)N(Cc1cc2ccccc2[nH]c1=O)C1CCCCC1 | 19% | -7% | 1% | -1% | -4% | -7%[12.7 µM] | -1 | -5% | 12%
CCCC1=Nc2cc(C(=O)NCCc3ccc(OCC)cc3)ccc2Sc2ccccc21 | 19% | 2% | -8% | -5% | -2% | 2%[59 µM] | -4 | -9% | 14%
CNC(=O)c1c(NC(=O)c2ccco2)sc(C)c1C | 18% | ? | -7% | -11% | -5% | -3% | -3 | 1% | -2%
CCc1ccc(NCc2cc3cc(OC)c(OC)cc3n(CC(=O)Nc3ccc(F)cc3)c2=O)cc1 | 18% | ? | -10% | -7% | i | -27%[59 µM] | -4 | -30% | -11%
CCC(C#CCN1CCOCC1)(CC)OCCC#N | 26% | -1% | -16% | -18% | i | 21%[59 µM] | -21 | 30% | -3%
COc1ccc(-c2c(C)c3ccc(O)c(CN4CCCC(C)C4)c3oc2=O)cc1OC (stereo not given) | 23%[57 µM] | 0% | -10% | 5% | 3% | 10%[59 µM] | 0 | ? | -2%
Cc1cccc(NC(=O)c2ccc(S(=O)(=O)N(C)C)cc2)n1 | 6% | -1% | -11% | -6% | -4% | 1% | 4 | 8% | 0%
N#CC1C=Cc2ccccc2N1C(=O)c1ccccc1 (stereo not given) | -7% | -4% | ? | -2%[11.4 µM] | 1% | -43% | 0 | -8% | -7%
Cc1ccc(C(=O)NCC(=O)OCc2csc(-c3ccccc3)n2)cc1 | 18% | 0% | -8% | -2% | -4% | -27%[59 µM] | 3 | -30% | -1%
O=C(O)c1cccnc1Sc1ccc(Br)cc1 | 17% | 1% | -5% | 15% | -7% | ? | -1 | 4% | -3%
CCOC(=O)Cn1nc(Cc2ccccc2)c2ccccc2c1=O | 54%[activator] | 0% | -12% | -6% | i | 31%[59 µM] | -3 | 37%[activator] | -10%
O=C(CNc1cccc(C(F)(F)F)c1)Nc1cccc(S(=O)(=O)N2CCCC2)c1 | 36% | -1% | -23% | -15% | 1% | 12%[12.7 µM] | -2 | 3% | 4%
O=C(O)c1cnn2c(C(F)(F)F)cc(-c3ccco3)nc12 | 20% | -23% | ? | 20µM* | -5% | 50µM* | -4 | -32% | ?
Cn1c(C(=O)N2CCN(c3ccc([N+](=O)[O-])cc3)CC2)cc2c(=O)[nH]c3ccccc3c21 | 15% | 4% | -5% | ? | -10% | -3% | -1 | 24% | 33%[activator]
CCOc1ccccc1NC(=O)N1CCC(c2nc3ccc(C)cc3[nH]2)CC1 | 16% | 2% | -2% | -26% | -4% | 20%[59 µM] | -4 | 14% | 4%
CCOC(=O)c1cc(OCC(=O)NC(C)C(C)C)cc(C(=O)OCC)c1 (stereo not given) | 34% | -3% | -19% | -8% | -5% | 0%[59 µM] | -5 | 12% | -12%
CCC(Cc1ccccc1)NC(=O)CCn1cccc1 (stereo not given) | -7% | -9% | 5% | ? | i | -4%[12.7 µM] | -1 | -36% | -6%
COc1ccc(CNC(=O)C(=O)NCC2OCCN2S(=O)(=O)c2ccccc2)cc1 (stereo not given) | 19% | -2% | -9% | -5% | i | . | 1 | . | 5%
COc1cccc2c1OC1(C)CC2N(C(=O)c2ccco2)C(=S)N1c1ccc(F)cc1 (stereo not given) | 16% | 9% | -16% | -28% | 3% | ? | 2 | -34% | 9%
COc1ccc(NC(=O)c2c(-c3ccc(C)cc3)nnc3ccccc23)c(OC)c1 | 0% | 4% | 2% | -32% | -8% | -10%[59 µM] | -4 | ? | -2%
COCCN(C(=O)COC(=O)CCOc1cc(C)ccc1C)c1c(N)n(Cc2ccccc2)c(=O)[nH]c1=O | 13% | 5% | -10% | -10% | 3% | . | 6 | . | -2%
COc1cccc(CNC(=O)CCN2C(=S)NC(C)(C)CC2C)c1 (stereo not given) | 25% | 4% | 0% | -3% | 1% | -8% | -1 | 0% | -1%
O=C(COc1ccc([N+](=O)[O-])cc1)Nc1cccc2nsnc12 | 14% | 1% | -3% | -7% | 0% | . | 0 | -2% | ?
COc1ccccc1C(=O)NC(=O)COC(=O)c1cc[n+]([O-])cc1 | 18% | 4% | -2% | -14% | -3% | 10%[0.501 µM] | -1 | 12% | -7%
Nc1c(C(=O)N/N=C/c2ccc(F)cc2)oc2nc(-c3ccccc3)cc(-c3ccco3)c12 | 13% | -7% | -26% | -32% | 2% | 28µM* | -26 | -22% | ?
COCCCNC(=S)NNC(=O)c1csc2ccccc12 | 21% | 8% | 4% | -9% | i | 11%[59 µM] | 6 | 3% | -6%
CCOC(=O)c1[nH]c2cc(OC)c(OC)cc2c1NC(=O)C(C)N1CCN(Cc2ccccc2)CC1 (stereo not given) | -15% | -2% | -21% | -26% | -9% | 45µM* | -2 | ? | 0%
Cc1nn(-c2ccccc2)c(N)c1N=Nc1cccnc1 | 7% | 12% | -15% | ? | 0% | ? | 0 | -36% | 1%
CCCC(=O)N(Cc1cc2ccccc2[nH]c1=O)c1ccccc1OC | 18% | ? | -7% | -3% | -9% | ? | -3 | ? | -10%
Cc1ccc(Cl)cc1N1CCN(C(=O)Cn2cnc3nc4c(cc3c2=O)CCCC4)CC1 | 12%[57 µM] | 4% | -15% | -36% | i | 10%[59 µM] | -2 | ? | 0%
CC(=O)N1c2ccccc2Sc2ccccc21 | 16% | 3% | 7% | -5% | -5% | 12% | 0 | 6% | -13%
Cc1ccc(-c2nnc(NC(=O)c3ccc([N+](=O)[O-])o3)o2)c(C)c1 | 27% | 8% | -6% | -30% | -3% | -41% | 1 | 8% | 1%
CN(C)CC#CCOC(c1ccccc1)c1ccccc1 | 13% | 12% | -22% | -20% | 4% | -30% | 8 | -37% | 4%
CCC(C)c1c(NS(=O)(=O)c2ccc(C)cc2)o[nH]c1=O (stereo not given) | 19%[57 µM] | 5% | 0% | -5% | 7% | . | 6 | . | 2%
CCC(C)Sc1nnc(Cc2cc(=O)[nH]c(=O)[nH]2)n1-c1ccc(OC)cc1 (stereo not given) | 49%[activator] | -8% | -15% | -10% | -2% | -27% | 3 | 11% | -9%
CN(CCCC(=O)N1CCCC(C(N)=O)C1)S(=O)(=O)c1ccc(F)cc1 (stereo not given) | 23% | -11% | -13% | 0% | -7% | -30% | -4 | 11% | 1%
Cc1cc(NC(=O)CSc2nnc(COc3cccc(C)c3C)n2Cc2ccco2)no1 | 27% | 3% | 0% | 2% | -10% | -44%[59 µM] | 0 | -1% | 1%
COc1cc(CCCN2CCNC[C@@H]2CC2CCCCC2)cc(OC)c1OC | 23% | 2% | -3% | -32% | 5% | . | -1 | . | -6%
Nc1ccc2c(c1)C(O)c1ccc(Cl)cc1-2 (stereo not given) | -22% | -4% | -4% | ? | 4% | . | 2 | . | 2%
COc1ccc2[nH]c(O)c(N=O)c2c1 | 4% | 19% | 3% | ? | i | ? | 0 | ? | -5%
CC(C)CCNc1ncnc2c1cnn2Cc1ccccc1Cl | 50%[activator] | -5% | -20% | 12% | -9% | 20% | -4 | 15% | -5%
COc1ccc(CCNC(=O)CSc2n[nH]c(-c3ccccc3Cl)n2)cc1OC | 18%[57 µM] | 6% | -5% | -9% | 2% | 8%[59 µM] | 0 | 6% | -4%
COc1ccccc1N1CCN(c2ncnc3sc(C(=O)NCC4CCCO4)c(C)c23)CC1 (stereo not given) | 17% | 10% | -13% | -30% | -1% | . | 2 | -29% | -4%
COc1cc([N+](=O)[O-])cc2cc(C(=O)N3CCN=C3c3ccccc3)c(=O)oc12 | 32%[activator] | 1% | -5% | -24% | i | -30% | -4 | -1% | -4%
CC(=O)c1c(C)n(-c2ccc(C)cc2)c2ccc(OC(=O)COc3ccccc3)cc12 | 38% | -5% | -8% | -9% | -1% | -44%[59 µM] | 3 | 1% | 3%
Cc1cc(C)c(OCC(=O)Nc2cccc(NC(=O)c3ccco3)c2)c(Br)c1 | 5% | -2% | -15% | -33% | . | -4%[59 µM] | -2 | -34% | 17%
CCn1c(C)c(C(C)=O)c(N2CCC(C(N)=O)CC2)nc1=S | 11% | -5% | 4% | -8% | i | -39%[59 µM] | -5 | -3% | -6%
S=C(c1ccc(-c2ccc(Br)cc2)o1)N1CCOCC1 | 25µM* | -7% | -12% | 35µM* | -8% | 14µM* | -5 | 28µM* | -9%
Clc1nc2c(ccc3ccccc32)[nH]1 | 26% | 2% | -17% | -14% | -4% | 4% | -3 | -3% | -2%
Cc1ccc(CNC(=O)COC(=O)c2cccnc2Cl)cc1 | 16%[57 µM] | -5% | 0% | -3% | -1% | . | 5 | . | -3%
Cc1ccc(NC(=O)n2ccc(-c3ccc(-n4ccnc4)cc3)n2)cc1 | 23% | -4% | -9% | 4% | 5% | -1% | -5 | -4% | 0%
